MC4R antagonist: human MC4R antagonism in cAMP assay | P32245 | MC4R-expressing cells, MTII-stimulated cAMP, LANCE TR-FRET | inhibition, % at 6.5 µM | 360,000 compounds, 0.48% hits | AID 540295;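 active = inhibition above its plate's cutoff, the mean of tested wells on that plate plus 3 SD, cut at about 29% in these data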;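 also: 0% = Melanotan II alone and 100% = Melanotan II plus saturating MCL0020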
Target sequence (P32245 whole entry, looked up): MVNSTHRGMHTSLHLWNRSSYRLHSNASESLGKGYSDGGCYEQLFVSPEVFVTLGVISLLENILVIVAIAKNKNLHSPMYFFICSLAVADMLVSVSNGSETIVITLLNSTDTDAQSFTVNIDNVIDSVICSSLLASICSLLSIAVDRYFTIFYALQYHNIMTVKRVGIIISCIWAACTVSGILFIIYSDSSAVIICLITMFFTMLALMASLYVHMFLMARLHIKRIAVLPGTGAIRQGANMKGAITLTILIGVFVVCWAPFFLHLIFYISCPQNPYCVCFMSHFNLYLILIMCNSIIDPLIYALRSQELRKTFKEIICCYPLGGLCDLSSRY
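Assay system: U2OS-MC4R stable cell line; Also added: Melanotan II; Technique: Eu-cAMP/anti-cAMP TR-FRET, emission 671 nm; Times: 30-min compound, 1-h challenge, 1-h detection, room temperature.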
CaV13 FRET inh: Primary screen for inhibitors of IQ motif and Ca2+-dependent inactivation inhibitor domain binding in CACNA1D, Förster resonance energy transfer in living cells, …; HEK cells, CFP/YFP FRET ICDI-IQ, plate reader, 10 min; percent FRET-ratio fall versus neutral wells; inhibition, % at 12.3 µM; 340,000 compounds, 0.098% hits; AID 743397;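 active = mean replicate inhibition of at least 30% and at least 1% of replicates passing that level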;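 also: 0% = median of the neutral control wells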
Vif imaging: blocks HIV Vif function. inhibition, % at 7.49 µM. 340,000 compounds, 0.35% hits. HEK293T cells, Vif self-association by quenched fluorescence, imaging, 24 h; in the data active = inhibition above about 50%, passing the limit was not always enough; also: some results filed as inactive read as strong as hits
Glyco luc inh: blocks N-linked glycosylation in D54 reporter cells; AID 588692; 360,000 compounds, 0.23% hits; reporter increase, % at 12.5 µM; D54 ERlucT glycosylation luciferase reporter, 24 h; percent of 100 nM tunicamycin response;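 active = mean luciferase reporter signal, scaled so untreated is 0 and the glycosylation-blocking control 100, at or above a set limit in every replicate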;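 also: luciferase carries N-glycosylation sites so blocking glycosylation raises the light; 0% = median of neutral control wells and 100% = median of 100 nM tunicamycin wells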
ABCB6 inh 2: human ABCB6 transporter inhibition; Q9NP58; K562-ABCB6 porphyrin accumulation, flow cytometry, 1 h; hits give low values; fluorescence ratio to DMSO, % at 10 µM; 360,000 compounds, 0.19% hits;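 active = fluorescence ratio to DMSO below 75%, the collection mean minus 3 SD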;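 also: signal is porphyrin accumulated inside mitochondria; 100% equals median channel fluorescence of DMSO control wells; lower ratio means ABCB6 inhibition with less porphyrin fluorescence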
m5-HT2A agonist: agonists of mouse serotonin 5-HT2A receptor (HTR2A); CHO-K1 mHTR2A beta-arrestin complementation, luminescence; percent of 30 µM serotonin response; P35363; 360,000 compounds, 0.66% hits; activation, % at 7.6 µM;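 active = activation above a run cutoff, the mean activation of all tested compounds plus 3 SD, cut at about 14% in these data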;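 also: 0% = plate median of compound wells and 100% = 30 µM serotonin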
Target sequence (P35363 whole entry, looked up): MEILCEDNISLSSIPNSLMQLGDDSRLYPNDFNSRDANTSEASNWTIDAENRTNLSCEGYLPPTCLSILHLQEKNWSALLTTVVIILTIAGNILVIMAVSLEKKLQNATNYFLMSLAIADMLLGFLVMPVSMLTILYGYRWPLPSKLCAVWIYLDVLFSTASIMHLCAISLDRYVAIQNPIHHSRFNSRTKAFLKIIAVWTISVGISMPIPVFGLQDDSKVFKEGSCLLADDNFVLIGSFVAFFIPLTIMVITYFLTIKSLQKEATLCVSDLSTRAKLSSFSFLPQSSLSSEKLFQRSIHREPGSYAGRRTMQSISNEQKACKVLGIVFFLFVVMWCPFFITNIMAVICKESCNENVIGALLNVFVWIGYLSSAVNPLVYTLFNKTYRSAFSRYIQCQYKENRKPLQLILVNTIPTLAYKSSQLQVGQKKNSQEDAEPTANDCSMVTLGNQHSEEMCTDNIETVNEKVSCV
aDG glyco act: increases alpha dystroglycan glycosylation; Pro5-aDG cells, alpha-DG glycosylation AlphaScreen (IIH6); 0% Pro5, 100% B10-LARGE cell signal; activation, % at 10 µM; 360,000 compounds, 0.22% hits;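 active = activation of at least 8% versus controls, or a plate z-score of at least 8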;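 also: Pro5 are CHO cells carrying HIG-tagged alpha-DG that lacks glycosylation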
MC4R barr agon: agonists of human melanocortin 4 receptor (MC4R) beta-arrestin; activation, % at 8.9 µM; 360,000 compounds, 0.98% hits; U2OS MC4R beta-arrestin complementation, luminescence; percent of melanotan II response, DMSO zero; AID 540308;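 active = activation above a per-plate cutoff, the mean activation of sample wells on that plate plus 3 SD, cut at about 8% in these data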
PDI turbidity: inhibitors of human protein disulfide isomerase; P07237; PDI insulin aggregation turbidity, A650, 90 min; inhibition, % at 10 µM; 350,000 compounds, 0.052% hits;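 active = mean inhibition across replicates of 30% or more, whatever share of single replicates reach that level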;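 also: absorbance from insulin aggregation driven by PDI reduction with DTT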
Cardio protect: myocardial damage modulation in H9c2 cells. 360,000 compounds, 0.63% hits. H9c2 cardiomyocytes, H2O2 injury protection, ATPLite, 2 h. protection from H2O2 cell death, % at 20 µM;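 active = compounds giving at least 50% protection of heart cells from peroxide-induced death in the single-dose screen, raw or plate-pattern-corrected value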;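 also: 0% = DMSO wells with peroxide and 100% = DMSO wells without peroxide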
The depositor's hits bear a star; x = no result given. Outcome played no part in choosing rows; about 3.6% have a hit in one of these screens.

Every second line gives: MC4R antagonist	CaV13 FRET inh	Vif imaging	Glyco luc inh	ABCB6 inh 2	m5-HT2A agonist	aDG glyco act	MC4R barr agon	PDI turbidity	Cardio protect
> CCOC(=O)Nc1sc(C)c(C)c1C(N)=O
 : 4	-5	3	0	101	12	0.0	-1.5	0	-2
> CCOc1ccc(NC(=O)c2sc3nc(C)nc(N4CCOCC4)c3c2C)cc1
 : 6	-3	-7	1	100	-1	-0.1	-1.1	-12	26
> CCn1c(C(=O)Nc2ccsc2C(=O)OC)cc2sc(Cl)cc21
 : -5	-7	-2	0	98	0	-0.2	-0.9	-3	-4
> CC(C)(C)c1ccc(C(=O)N2CCC(C(=O)NC3CCCCCC3)CC2)cc1
 : -2	-4	13	0	95	-1	0.2	-1.0	3	2
> CCCc1cc(C(=O)OC)c(NC(=O)OCC)s1
 : -7	-6	-7	-1	102	-9	-0.2	2.7	-7	-1
> CCCCC(=O)NNC(=S)NC(=O)C(c1ccccc1)c1ccccc1
 : -3	-4	0	-3	100	-9	0.4	-5.4	-8	10
> COc1ccccc1NC(=O)c1ccc(-n2cccn2)c([N+](=O)[O-])c1
 : 10	-4	33	3	94	-4	0.2	-1.5	5	7
> C[C@@H]1CN([C@H](C)CO)C(=O)CCCn2cc(nn2)CO[C@H]1CN(C)S(C)(=O)=O
 : 0	-4	11	1	96	6	-0.1	-1.1	1	6
> COc1ccc(OCCSc2nc(C)c(Cc3ccccc3)c(=O)[nH]2)cc1
 : -3	-3	6	1	96	-4	0.4	-1.1	1	-9
> NC(=O)CSc1nnc(CNc2cccc(Cl)c2)n1CCc1ccccc1
 : 7	-3	-2	0	99	-4	0.0	2.6	-6	6
> O=C(COc1ccc2c(-c3ccccc3)cc(=O)oc2c1)NCCCn1ccnc1
 : -4	x	-1	1	100	-1	4.8	-1.3	x	-7
> COc1ccc(NC(=O)CSc2cc(C(=O)c3nccn3C)c3ccccc3n2)cc1
 : 5	-4	-1	-1	102	4	0.9	-0.8	-1	-10
> COc1ccc(NC(=O)CN2CCCC2)cc1
 : -4	-6	-2	1	94	4	-0.1	-2.5	2	-1
> O=C(O)CN1C(=O)CC(Cc2ccccc2)C1=O (configuration not stated)
 : -4	x	-5	2	93	4	0.0	0.3	1	-1
> CCOC(=O)c1sc2nc3n(c(=O)c2c1C)CCC3
 : 1	3	3	2	107	3	0.0	-0.3	5	-1
> N#Cc1ccccc1Sc1ccccc1C(=O)OCc1nnc(-c2ccccc2)o1
 : 1	-4	x	-3	93	-8	0.1	-1.7	5	-21
> CCCn1cnc2c(sc3nc4c(cc32)CSC(C)(C)C4)c1=O
 : 11	x	8	0	102	-3	0.3	-0.3	4	-1
> O=C(N/N=C/c1cccnc1)c1ccc(NC(=O)c2ccc(Cl)cc2)cc1
 : 2	-3	-11	-1	100	-6	-0.1	-1.0	8	0
> CCCSc1nnc(NC(=O)Nc2ccc(C)cc2)s1
 : 7	-4	-6	0	102	2	0.1	6.4	-18	-9
> N#Cc1cnn(CC2CCCCC2)c1N
 : 3	-6	4	-1	93	11	0.6	-2.0	10	-9
> O=C(COC(=O)c1ccccc1Br)NCC1CCCCC1
 : -6	-5	22	2	99	-5	0.0	-0.2	-3	-1
> O=C(CNC(=O)C1CCCCC1)Nc1ccccc1Cl
 : 11	-5	-5	2	99	0	-0.3	3.4	15	-2
> O=C(Nc1ccc2c(c1)CCC2)c1cnccn1
 : -3	-11	13	-3	97	-2	-0.2	-2.5	9	-1
> O=C1NC(=O)C(c2ccccc2)(c2ccccn2)N1 (configuration not stated)
 : 1	-5	12	2	95	7	-0.1	0.6	7	-2
> COc1ccc(-n2ccnc2SCC(=O)NCc2ccco2)c(OC)c1
 : 11	-2	-5	1	104	-2	-0.3	-1.1	6	-3
> CCn1c(Cn2nnc(-c3ccccc3)n2)nnc1SCC(=O)Nc1cccc(C(C)=O)c1
 : 4	-10	5	0	96	0	0.1	0.0	3	11
> CCN(C(=O)COC(=O)c1ccccc1Nc1ccccc1)c1c(N)n(Cc2ccccc2)c(=O)[nH]c1=O
 : 8	-6	-1	-3	97	-3	0.0	-1.1	-2	-1
> CCNC(=S)Nc1ccc2cn[nH]c2c1
 : 2	-3	9	0	101	-2	-0.2	0.6	-3	-1
> Cc1ccc(S(=O)(=O)N2CCN(CC(=O)N/N=C/c3cc([N+](=O)[O-])ccc3Cl)CC2)cc1
 : 8	-2	-1	1	101	3	-0.1	-1.4	-1	4
> CC1c2cc3c(cc2CCN1C(=O)c1cccc(Cl)c1)OCCCO3 (configuration not stated)
 : 1	-7	10	15	98	6	-0.1	-1.7	6	-10

3 entries from above, ordered by the value under CaV13 FRET inh, ascending:
molecule,CaV13 FRET inh
O=C1NC(=O)C(c2ccccc2)(c2ccccn2)N1 (configuration not stated),-5
COc1ccccc1NC(=O)c1ccc(-n2cccn2)c([N+](=O)[O-])c1,-4
CCOC(=O)c1sc2nc3n(c(=O)c2c1C)CCC3,3

Whole records from above. Screens in order: MC4R antagonist	CaV13 FRET inh	Vif imaging	Glyco luc inh	ABCB6 inh 2	m5-HT2A agonist	aDG glyco act	MC4R barr agon	PDI turbidity	Cardio protect
`O=C(O)CN1C(=O)CC(Cc2ccccc2)C1=O` (configuration not stated) reads -4	x	-5	2	93	4	0.0	0.3	1	-1
`C[C@@H]1CN([C@H](C)CO)C(=O)CCCn2cc(nn2)CO[C@H]1CN(C)S(C)(=O)=O` reads 0	-4	11	1	96	6	-0.1	-1.1	1	6

The listing picks up with the 3 entries that preceded the break.
Every second line gives: MC4R antagonist	CaV13 FRET inh	Vif imaging	Glyco luc inh	ABCB6 inh 2	m5-HT2A agonist	aDG glyco act	MC4R barr agon	PDI turbidity	Cardio protect
> CCNC(=S)Nc1ccc2cn[nH]c2c1
 : 2	-3	9	0	101	-2	-0.2	0.6	-3	-1
> Cc1ccc(S(=O)(=O)N2CCN(CC(=O)N/N=C/c3cc([N+](=O)[O-])ccc3Cl)CC2)cc1
 : 8	-2	-1	1	101	3	-0.1	-1.4	-1	4
> CC1c2cc3c(cc2CCN1C(=O)c1cccc(Cl)c1)OCCCO3 (configuration not stated)
 : 1	-7	10	15	98	6	-0.1	-1.7	6	-10
> CC1CC(C)CN(C(=O)C(C)N2CCN(S(=O)(=O)c3cccs3)CC2)C1 (configuration not stated)
 : -8	-6	10	0	95	-2	0.1	-2.0	-1	-5
> CCCCCc1ccc(-c2cn(CC3CCCCC3)nn2)cc1
 : 8	-5	8	0	100	-3	0.3	-0.9	0	-2
> O=C(CC1C(=O)NCCN1Cc1ccoc1)NCCc1ccc(Cl)cc1 (configuration not stated)
 : 1	-15	-8	1	102	6	-0.2	1.1	17	6
> O=S1(=O)CCC(NC(=S)NC2CCS(=O)(=O)C2)C1 (configuration not stated)
 : 13	-3	-5	1	80	-3	-0.2	2.7	0	-1
> O=C1OCC(c2ccccc2)=C1c1ccc(S(=O)(=O)N2CCOCC2)s1
 : 0	x	-3	2	105	4	0.3	-0.1	4	14
> CCOc1cc(/C=C\[N+](=O)[O-])ccc1OCC(=O)N1CCOCC1
 : -29	1	2	11	102	-3	0.1	-1.6	-1	-18
> Cc1c(C(=O)N2CCN(c3ccccc3)CC2)sc2nc3n(c(=O)c12)CCC3
 : 1	-16	-3	2	99	-4	0.3	-4.0	-3	3
> Cc1ccc(S(=O)(=O)N2CCC(=O)N(CCOCc3cccc(F)c3)CC2)cc1
 : 1	-11	-3	-1	86	-5	0.3	8.4*	-4	3
> Cc1ccc(CNC(=O)Cn2cnc3cc([N+](=O)[O-])ccc3c2=O)cc1
 : -3	-4	11	3	94	-1	-0.3	3.2	4	0
> Cc1ccc(C(=O)OCc2cc3ccccc3[nH]c2=O)cc1
 : 2	x	0	2	94	-1	0.0	3.2	-6	-6
> O=C1c2ccccc2OCOc2ccccc21
 : -7	-7	0	2	93	0	-0.2	-0.3	3	2
> Cc1ccc(-c2noc(CCCC(=O)NC3CCCCC3)n2)cc1
 : 5	-3	-1	2	95	-2	0.1	-1.0	4	-16
> O=C(/C=C/c1ccc(Cl)cc1Cl)c1cccnc1
 : 11	-1	18	3	109	1	0.3	1.8	8	-9
> CCOC(=O)c1cc2nc(OCC)nc(OCC)c2[nH]1
 : 0	-6	-3	3	91	2	0.3	0.4	-1	5
> Nc1ccc(C#Cc2ccccc2)cc1
 : 3	-10	3	0	104	1	-0.1	-0.4	7	2
> COc1cc(OC)cc(C(=O)Nc2ccc(S(=O)(=O)Nc3nc(C)cc(C)n3)cc2)c1
 : 8	-4	3	2	102	-3	-0.5	4.2	-11	3
> O=C(c1ccc(F)cc1)N1CCN(c2cc(=O)[nH]nc2-c2ccccc2)CC1
 : 0	6	-14	-2	103	2	-0.3	-0.6	11	-4
> CC(C)(C)c1ccc(C2SCC(=O)N2c2cccc(C(=O)O)c2)cc1 (configuration not stated)
 : 15	-19	5	2	103	7	-0.1	-2.3	7	3
> Cc1ccc(-n2nc(-c3ccco3)cc2C(=O)O)c(C)c1
 : 11	-6	-9	1	102	4	-0.2	3.3	3	2
> Cc1coc(C)c1C(=O)CC1(O)C(=O)Nc2cc(Cl)cc(Cl)c21 (configuration not stated)
 : 15	x	-2	-2	99	-1	0.2	-1.1	3	3
> CCOC(=O)CSc1nnc(-c2ccco2)n1-c1ccc(C)cc1
 : 8	-4	-8	-1	97	4	2.8	-1.6	2	3
> C=CCc1cc(C)ccc1OCCCC(C(=O)OCC)C(=O)OCC
 : 9	-4	-3	1	97	1	0.2	2.3	-4	-21
> CCOC(=O)N1CCC(N(CCN(C)C)C(=S)Nc2ccccc2Cl)CC1
 : 13	-7	-2	2	96	-2	0.0	-0.9	3	-2
> Clc1ccc2c(c1)C1CC2CCN1Cc1ccccc1 (configuration not stated)
 : 1	-8	x	0	104	3	-0.1	2.5	5	-6
> CCN(CC)S(=O)(=O)c1ccc(NN=C2CCN(C(C)C)CC2)c([N+](=O)[O-])c1
 : 0	-5	-14	4	98	2	0.0	-2.1	-1	-2
> CC1CCCCN1C(=O)c1ccc(C(=O)c2ccccc2)cc1 (configuration not stated)
 : 5	-6	-3	1	100	11	0.0	-1.3	-1	-3
> CCCC(=O)NCCc1cc(OC)c(OC)cc1Br
 : 8	-3	4	-1	101	0	0.1	-1.6	0	-2
> C=CCC1NCCc2c(Br)cccc21 (configuration not stated)
 : 3	-4	40	2	98	4	0.1	-0.7	2	1
